Screening results: PubChem BioAssay, several laboratories
West_Nile_virus_CPE = West Nile virus antiviral activity, cell-based, CPE readout (AID 1621); West Nile virus-infected cells, CPE inhibition; higher % means a stronger effect; CPE inhibition, % at 10 µM, or IC50 in µM where a hit was titrated; hit rate 0.02% among 290,000; in the data active = a potency from the dose series; also: strong numbers were not always called active
SV40_large_T_antigen = SV40 large T antigen inhibitors, biochemical (AID 1903); hit rate 0.39% among 310,000; one-dose inhibition, % at 20 µM; IC50 in µM for titrated hits; SV40 large T antigen ATPase/helicase inhibition assay; higher % means a stronger effect; in the data active = a potency from the dose series; also: strong numbers were not always called active
RSV_antiviral_HEp-2 = RSV antiviral activity via CPE protection, HEp-2 cells, primary 10 µM value included (AID 2391). HEp-2 cells, RSV-induced CPE inhibition; higher % means a stronger effect. one-dose CPE inhibition, % at 10 µM; IC50 in µM for titrated hits. hit rate 0.13% among 310,000; in the data active = a potency from the dose series; also: strong numbers were not always called active
NS5_inhibitors = Dengue-2 NS5 methyltransferase inhibitors, primary screen, biochemical, confirmation dose response (AID 588689) | hit rate 0.3% among 340,000 | Dengue-2 NS5 methyltransferase capping enzyme assay, biochemical; higher % means a stronger effect | inhibition, % at 25 µM; hits with a dose series show IC50 in µM; in the data active = a potency from the dose series
Rac1_GTP_hydrolysis = MgcRacGAP GTPase-activating activity inhibitors, confirmation, biochemical, ADP Hunter fluorescence; Rac GTPase-activating protein 1 (Homo sapiens); MgcRacGAP-stimulated Rac1 GTP hydrolysis, ADP Hunter fluorescence; higher % means a stronger effect; GST-tagged Rac1 F28L mutant substrate; inhibition, % at 30 µM; hits with a dose series show IC50 in µM; hit rate 0.6% among 340,000; AID 624330, 2012;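 active = first-screen hits whose inhibition reached a set limit at any dose in the follow-up dose series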;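 also: fluorescence reports GDP produced by GAP-driven GTP hydrolysis; strong numbers were not always called active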
Salmonella_PhoP_GFP = inhibitors of PhoP regulon expression, primary screen, Salmonella Typhimurium, GFP reporter (AID 1863); S. Typhimurium PhoP-regulated promoter GFP reporter, 4 h; higher % means a stronger effect; inhibition, % at 50 µM, or IC50 in µM where a hit was titrated; hit rate 0.16% among 300,000;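 active = inhibition over 29.93%, a cutoff 3 SD above the screen mean, later confirmed by dose response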;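 also: 0% = low Mg2+ inducing control and 100% = high Mg2+ repressing control; strong numbers were not always called active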
GPR35_arrestin_U2OS = GPR35 antagonists blocking zaprinast-driven arrestin recruitment, primary screen, imaging, U2OS, beta-arrestin-GFP, zaprinast agonist (AID 2058). G-protein coupled receptor 35 (Homo sapiens). U2OS GPR35 beta-arrestin-GFP translocation imaging, zaprinast antagonism; higher % means a stronger effect. one-dose inhibition, % at 10 µM; IC50 in µM for titrated hits. hit rate 0.052% among 290,000;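 active = inhibition of at least 50% with at least 30 cells and total cytoplasm GFP at most 10,000,000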
LYP_phosphatase = inhibitors of LYP phosphatase, biochemical, fluorescence intensity, uHTS (AID 1779) | hit rate 0.054% among 290,000 | recombinant LYP phosphatase, fluorescence intensity; higher % means a stronger effect | inhibition, % at 11.5 µM; hits with a dose series show IC50 in µM; in the data active = inhibition above about 50%;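 also: plate controls were vehicle with enzyme for no effect and no enzyme for full effect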
* = called active by the depositor. A portion of the library, so the mix of outcomes need not match the whole.

SMILES West_Nile_virus_CPE SV40_large_T_antigen RSV_antiviral_HEp-2 NS5_inhibitors Rac1_GTP_hydrolysis Salmonella_PhoP_GFP GPR35_arrestin_U2OS LYP_phosphatase
O=C(CCN1CCN(CCO)CC1)N1c2ccccc2Sc2ccc(C(F)(F)F)cc21 -0.2% 18% -0.7% -1% 3% -5% -18% -8%
